# HIF act – HIF pathway transcriptional activation; U2OS HRE-luciferase reporter, luminescence; normalized: DMSO 0%, desferrioxamine 100%; activation, % at 7.5 µM (by protocol); 300,000 tested, 0.32% active;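 active = mean activation of at least 10% of the iron chelator positive control signal, with at least half of replicates also reaching 10%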
# IEC-6 tox – kills IEC-6 intestinal cells in KLF5 counter-screen | 290,000 tested, 0.78% active | IEC-6 cytotoxicity, luminescence viability | inhibition, % at 5 µM; in the data active = inhibition above about 22%;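 note: 0% = plate median of test compound wells and 100% = cytotoxic reference compound wells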
# TRPC4 inh – TRPC4 (mouse) channel inhibition. HEK293 TRPC4beta/mu-opioid, DAMGO-evoked Fluo4 calcium flux; active compounds read low. B-score at 10 µM. 300,000 tested, 0.39% active. AID 2247;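 active = B-score over 3 SD under the library average, no early fluorescence shift, positive overall ratio signal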
#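 Test system – stable TRPC4beta/mu-opioid receptor HEK293 cells · Probe or stimulus – DAMGO, a submaximal dose followed by a maximal one · Dosing – one concentration per compound · Signal – Fluo4 calcium fluorescence by kinetic imaging, 5 s 1 Hz baseline · Evaluation – per-well B score of integrated baseline-normalized Fluo4 ratio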
# TRPC6 activator – mouse TRPC6 channel activation. Q61143. HEK293-TRPC6 membrane potential dye fluorescence; active compounds read high. B-score at 10 µM. 310,000 tested, 0.13% active. AID 2550;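 active = B-score of the integrated fluorescence ratio above library mean plus 3 SD, and starting fluorescence ratio within library mean plus 5 SD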;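 note: higher score means more depolarization so channel activation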
# TRPC4 potent – TRPC4 (mouse) allosteric potentiation; Q9QUQ5; HEK293 TRPC4beta/mu-opioid, DAMGO EC20, Fluo-4 Ca2+ flux; active compounds read high; B-score at 10 µM; 310,000 tested, 0.42% active; AID 2227;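 active = B-score of calcium response area above 5 SD of library B-scores, with initial fluorescence ratio within 5 SD of library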;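 note: B-score of integrated fluorescence ratio over time as area under calcium response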
# TRPC4 act – opens the mouse TRPC4 cation channel. 310,000 tested, 0.49% active. HEK293 TRPC4beta/mu-opioid, Fluo4 calcium fluorescence; active compounds read high. Q9QUQ5. B-score at 10 µM;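 active = B-score above 5 SD of library B-scores, and initial fluorescence ratio not above library mean plus 5 SD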;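 note: positive B-score marks a calcium rise read as TRPC4 activation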
#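 Material: HEK293 stable line with TRPC4beta plus mu-opioid receptor; technique: Fluo4 calcium-sensitive dye fluorescence, kinetic, 1 Hz baseline; timing: Fluo4 dye loading 45 min at room temperature, 110 s recording; controls: assay buffer as low control, maximal DAMGO as high control; read-out: integrated baseline-normalised fluorescence ratio, converted to per-well B score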
# MrgX1 antagonist – antagonists of human MrgX1 receptor; Q96LB2; MRGX1-HEK293 calcium flux, Fluo-4, BAM8-22 antagonism; active compounds read low; B-score at 10 µM; 310,000 tested, 1.3% active; AID 588676;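 active = calcium-response B-score plate-corrected more than 3 library SD below zero, starting fluorescence within 5 deviations, no agonist response on first addition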;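 note: peak minus trough fluorescence over baseline after final BAM8-22 challenge near maximal dose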
# Target sequence (Q96LB2 whole entry, looked up): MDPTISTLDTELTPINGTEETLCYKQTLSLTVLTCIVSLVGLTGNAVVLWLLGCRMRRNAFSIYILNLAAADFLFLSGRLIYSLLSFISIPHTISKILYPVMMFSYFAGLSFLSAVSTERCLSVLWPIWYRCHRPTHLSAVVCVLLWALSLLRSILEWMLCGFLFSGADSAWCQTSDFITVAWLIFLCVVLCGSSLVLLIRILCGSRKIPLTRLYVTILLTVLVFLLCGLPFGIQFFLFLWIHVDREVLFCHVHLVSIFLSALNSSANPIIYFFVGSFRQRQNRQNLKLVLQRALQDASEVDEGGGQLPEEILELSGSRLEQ
# KLF5 inh – inhibitors of KLF5 expression; 290,000 tested, 0.23% active; AID 1700; inhibition, % at 5 µM; DLD-1 KLF5 promoter-luciferase reporter, luminescence;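 active = inhibition above a per-plate limit of that plate's mean compound inhibition plus 3 SD, cut at about 60% in these data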;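 note: 0% = DMSO wells and 100% = LY294002 at 200 µM; higher means less KLF5 promoter-driven luciferase light; inactives centre near -14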
# SKKanGAS inh – SKKanGAS growth inhibition. S. pyogenes SKKanGAS, kanamycin growth, BacTiter-Glo, 6 h. inhibition, % at 7.5 µM. 300,000 tested, 1.3% active;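 active = mean replicate score, as percent of positive control median, at least 50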;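 note: strain carries kanamycin resistance gene driven by streptokinase promoter and grows in 40 µg/ml kanamycin; loss of luminescence reflects streptokinase promoter inhibition or plain growth inhibition; 0% = median of DMSO wells and 100% = positive control at its reference dose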
# aSyn 5UTR inh – 5' untranslated region of α-synuclein, MLPCN primary screen. alpha-synuclein 5'UTR reporter, inhibitor activity. 300,000 tested, 0.82% active. inhibition, % (tested at 7.5 µM). AID 1813; in the data active = inhibition above about 60%;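 note: H4 neuroglioblastoma cells stably carrying SNCA 5'UTR luciferase fusion; 0% = DMSO wells and 100% = positive control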
# TRPC6 inhibitor – blocks the mouse TRPC6 cation channel; B-score at 10 µM; 310,000 tested, 1.1% active; HEK293-TRPC6, membrane potential dye, ACh-evoked depolarization; active compounds read low; AID 2553;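 active = B-score under library mean minus 3 SD, initial fluorescence not abnormally high, positive integrated signal ratio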;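 note: B-score derived from integrated fluorescence ratio over the kinetic read; more negative B-score means stronger inhibition of depolarization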
# Numbers without * were called inactive; i = inactive; · = no result given.
no.	canonical_smiles	HIF act	IEC-6 tox	TRPC4 inh	TRPC6 activator	TRPC4 potent	TRPC4 act
1	COc1cccc(C(=O)Nc2c3c(nc4c2CCC4)CCCC3)c1	-1.6	2	i	i	i	i
2	CCN1CCCC(Sc2nc3c([nH]2)c(=S)n(C)c(=O)n3C)C1 (stereo not drawn)	-0.2	2	i	i	i	i
3	CCOc1ccc(C(=O)N(CN2CCCC2=O)c2ccc(C)cc2)cc1	-0.2	0	i	i	i	i
4	CCOC(=O)CSc1nnnn1-c1cc(OC)ccc1OC	-0.1	-1	i	i	i	i
5	Cc1n[nH]c(=O)nc1NCc1ccco1	0.1	-3	i	i	i	i
6	O=c1[nH]c2ccc(S(=O)(=O)N3CCN(c4ccccc4)CC3)cc2[nH]c1=O	0.0	-8	i	i	i	i
7	COc1cc2ccccc2cc1C(=O)Nc1ccc(CN2CCOCC2)cc1	3.0	-7	i	i	i	i
8	O=C(NCc1ccc2c(c1)OCO2)c1ccc(Br)o1	-1.2	-4	i	i	i	i
9	CCN(CC)CCCNC(=O)c1cc(Sc2nnc(C)s2)nc2ccccc12	0.0	-2	i	i	i	i
10	O=C(O)C1CC(O)CN1S(=O)(=O)c1cccs1 (stereo not drawn)	-9.7	8	i	i	i	i
11	CCOC(=O)N1CCN(C(=O)c2ccc(NC(=O)c3ccc(C)cc3)cc2)CC1	0.3	5	i	i	i	i
12	CCCCC(OC(=O)c1cc2occc2n1C)C(=O)NCC1CCCO1 (stereo not drawn)	-0.1	-9	i	i	i	i

no.	MrgX1 antagonist	KLF5 inh	SKKanGAS inh	aSyn 5UTR inh	TRPC6 inhibitor
1	i	-5	1	-14	i
2	i	-22	-2	30	i
3	i	-8	7	7	i
4	i	-5	-1	-11	i
5	i	8	3	1	i
6	i	9	-8	21	i
7	i	-40	0	-112	i
8	i	-2	4	-14	i
9	i	5	1	8	i
10	i	-12	2	-11	i
11	i	-46	11	-20	i
12	i	-4	-1	8	i

# Just TRPC4 inh and aSyn 5UTR inh (3 entries from above):
entry	smiles	TRPC4 inh	aSyn 5UTR inh
9	CCN(CC)CCCNC(=O)c1cc(Sc2nnc(C)s2)nc2ccccc12	i	8
10	O=C(O)C1CC(O)CN1S(=O)(=O)c1cccs1 (stereo not drawn)	i	-11
11	CCOC(=O)N1CCN(C(=O)c2ccc(NC(=O)c3ccc(C)cc3)cc2)CC1	i	-20

# Later entries:
no.	canonical_smiles	HIF act	IEC-6 tox	TRPC4 inh	TRPC6 activator	TRPC4 potent	TRPC4 act
13	CC(C)=NOC(=O)c1ccc(-c2ccccc2)cc1	0.1	-2	i	i	i	i
14	N#CNC(=Nc1ccccc1F)SCc1ccc(C(=O)O)cc1	-0.2	-1	i	i	i	i
15	CCOc1ccc(N=CC2=C(O)CC(c3ccco3)CC2=O)cc1 (stereo not drawn)	-0.2	3	i	i	i	i
16	O=C(CN1CCN(c2nc(-c3ccccc3)cs2)CC1)NCc1ccc2c(c1)OCO2	0.1	5	i	i	i	i
17	CCC(C(=O)NC1CCCC1)n1nc(C)n2c(cc3occc32)c1=O (stereo not drawn)	0.3	-2	i	i	i	i
18	CCOc1cc(/C=N/Nc2cccc(C(=O)O)c2)ccc1OC(=O)c1ccccc1	-1.3	5	i	i	i	i
19	Cc1nc([N+](=O)[O-])c(NCCCO)n1Cc1ccccc1	0.3	-5	i	i	i	i
20	CCC(CC)C(=O)Nc1nnc(S(=O)(=O)N2CCc3ccccc32)s1	0.0	1	i	i	i	i
21	c1ccc(Cc2nc3ccccc3o2)cc1	0.6	3	i	i	i	i
22	NC(=O)c1ccc(C(F)(F)F)n(Cc2ccccc2Cl)c1=O	-0.3	9	i	i	i	i
23	COc1cc(CNCCNC(=O)c2nonc2N)ccc1OCc1ccc(Cl)nc1	0.1	10	i	i	i	i
24	COc1ccc(-c2nnn(CC(=O)NCCc3c[nH]c4ccccc34)n2)cc1OC	0.1	0	i	i	i	i

no.	MrgX1 antagonist	KLF5 inh	SKKanGAS inh	aSyn 5UTR inh	TRPC6 inhibitor
13	i	-25	1	-14	i
14	i	-8	8	-2	i
15	i	-13	10	-14	i
16	i	12	4	2	i
17	i	10	2	8	i
18	·	-53	50*	98*	i
19	i	-9	2	20	i
20	i	-6	10	9	i
21	i	-20	2	1	i
22	i	-34	2	35	i
23	i	-30	-3	-35	i
24	i	3	-5	35	i

# Screen by screen, as entered above.
# Entries 1–12 in TRPC6 activator, in turn: i, i, i, i, i, i, i, i, i, i, i, i

# The results go on.
no.	canonical_smiles	HIF act	IEC-6 tox	TRPC4 inh	TRPC6 activator	TRPC4 potent	TRPC4 act
25	Cc1ccsc1C(=O)N1CCCC(CO)(Cc2ccccc2F)C1 (stereo not drawn)	0.1	-8	i	i	i	i
26	COc1ccc(OC(C)C(=O)Nc2cccnc2)cc1 (stereo not drawn)	-0.2	-3	i	i	i	i
27	c1ccc(Cn2nnc3c(Nc4ccc5c(c4)OCO5)nc(C4CC4)nc32)cc1	0.4	2	i	i	i	i
28	COC(=O)c1cc(COc2ccc3c4c(c(=O)oc3c2)CCCC4)c(C)o1	0.5	2	i	i	i	i
29	S=c1oc(-c2ccncc2)nn1CCc1ccncc1	-1.2	-4	i	i	i	i
30	CN(CC(=O)NC1CC(C)(C)NC(C)(C)C1)S(=O)(=O)c1ccc(Br)cc1	-0.4	-4	i	i	i	i
31	N=c1sccn1CC(=O)NCCc1ccc(Cl)cc1	-0.8	6	i	i	i	i
32	Cc1cc(C)c2cc(C#N)c(SCC(=O)Nc3ccc4c(c3)OCO4)nc2c1	-1.0	0	i	i	i	i
33	Cc1ccc2c(C(=O)CN3CCC(C(N)=O)CC3)c(C)[nH]c2c1	0.3	6	i	i	i	i
34	COc1ccc(NC(=O)CSc2nnc(CNc3ccc(F)cc3)o2)c(OC)c1	0.0	-1	i	i	i	i
35	COc1cc([N+](=O)[O-])ccc1NC(=O)NNC(=O)C(C)Oc1ccc(F)cc1F (stereo not drawn)	-0.3	8	i	i	i	i
36	CC(C)c1ccc(NC(=O)C2CCCN(S(=O)(=O)c3cccnc3)C2)cc1 (stereo not drawn)	-0.7	-5	i	i	i	i

no.	MrgX1 antagonist	KLF5 inh	SKKanGAS inh	aSyn 5UTR inh	TRPC6 inhibitor
25	i	-23	2	2	i
26	i	-30	9	-27	i
27	i	-5	11	12	i
28	i	-13	11	14	i
29	i	-24	-7	14	i
30	i	-21	2	2	i
31	i	-13	-5	17	i
32	i	-15	-2	-13	i
33	i	-22	-4	14	i
34	i	-33	-7	-16	i
35	i	-26	-1	9	i
36	i	-21	-3	18	i

# (listing goes on)
no.	canonical_smiles	HIF act	IEC-6 tox	TRPC4 inh	TRPC6 activator	TRPC4 potent	TRPC4 act
37	Cc1ccc(NC(=O)/C=C/c2ccc([N+](=O)[O-])s2)cc1	1.5	-1	i	i	i	i
38	COc1ccccc1CN1CC(C(=O)N(C)Cc2[nH]c3ccccc3c2C)CCC1=O (stereo not drawn)	-0.1	6	i	i	i	i
39	COc1ccc(C(=O)OCC(=O)NC(C)(C)C)cc1[N+](=O)[O-]	-0.5	6	i	i	i	i
40	Cc1[nH]c2ccc(C(=O)OCCN(C)C)cc2c1C	0.8	5	i	i	i	i
41	CC1CCN(c2ccc(C(=O)NCc3ccc4c(c3)OCO4)cc2[N+](=O)[O-])CC1	-0.1	-1	i	i	i	i
42	O=C(N/N=C/c1ccc(Cl)cc1Cl)c1ccncc1	-1.9	5	i	i	i	i
43	COc1ccccc1CNC(=O)c1ccc2c(=O)n3c(nc2c1)CCCCC3	-0.4	-2	i	i	i	i
44	CCCCC(=O)Nc1cnc(NC(=O)c2cccs2)cc1C	1.6	5	i	i	i	i
45	COC(=O)c1cc2c(-c3ccccc3)cc3ccccn3c-2c1C(=O)OC	-0.7	4	i	i	i	i
46	O=C1OCCC1Sc1nc2ccccc2n1-c1ccccc1 (stereo not drawn)	-0.4	-2	i	i	i	i
47	Cc1cc(C=O)c(C)n1-c1ccc(N2CCOCC2)c([N+](=O)[O-])c1	-0.1	0	i	i	i	i
48	Cc1cc([N+](=O)[O-])nn1CC(=O)NCc1ccc(Cl)cc1	-0.8	0	i	i	i	i

no.	MrgX1 antagonist	KLF5 inh	SKKanGAS inh	aSyn 5UTR inh	TRPC6 inhibitor
37	i	-16	4	-212	i
38	i	2	-4	2	i
39	i	4	-2	-2	i
40	i	6	-7	-16	i
41	i	-21	-4	8	i
42	i	-29	-1	-3	i
43	i	-39	0	48	i
44	i	-101	3	-127	i
45	i	-25	2	25	i
46	i	-4	-4	14	i
47	i	-22	5	35	i
48	i	-14	1	5	i

# Part of the list above, bar-delimited.
nr | Structure | HIF act | IEC-6 tox | TRPC4 inh | TRPC6 activator | TRPC4 potent | TRPC4 act | MrgX1 antagonist | KLF5 inh | SKKanGAS inh | aSyn 5UTR inh | TRPC6 inhibitor
44 | CCCCC(=O)Nc1cnc(NC(=O)c2cccs2)cc1C | 1.6 | 5 | i | i | i | i | i | -101 | 3 | -127 | i
45 | COC(=O)c1cc2c(-c3ccccc3)cc3ccccn3c-2c1C(=O)OC | -0.7 | 4 | i | i | i | i | i | -25 | 2 | 25 | i

# Other structures
no.	canonical_smiles	HIF act	IEC-6 tox	TRPC4 inh	TRPC6 activator	TRPC4 potent	TRPC4 act
49	CCCOc1ccc(CC(=O)N/N=C\c2ccc(F)cc2)cc1	-0.4	-1	i	i	i	i
50	O=C(Nc1ccc(Oc2ccccc2)nc1)C1CCCCN1Cc1cccc(OCCO)c1 (stereo not drawn)	0.2	10	i	i	i	i
51	C#CCOCCOCCOCCNc1nc(N2CCN(C(=O)[C@H](CCC(=O)O)n3cc(C(N)Cc4ccc(O)cc4)nn3)CC2)nc(N2CCN(C(=O)[C@H](Cc3cc4ccccc4[nH]3)n3cc(C(N)CC(C)C)nn3)CC2)n1 (stereo partly drawn)	-0.7	-1	i	i	i	i
52	CC(=O)C1=C(C)NC(=S)NC1c1cc([N+](=O)[O-])ccc1O (stereo not drawn)	-0.3	-2	i	i	i	i

no.	MrgX1 antagonist	KLF5 inh	SKKanGAS inh	aSyn 5UTR inh	TRPC6 inhibitor
49	i	-18	5	-15	i
50	i	8	4	14	i
51	i	-14	0	27	i
52	i	-44	-2	-5	i

# Compound activity: PubChem, several laboratories
